Compound activity (PubChem BioAssay)
IL-2 act: qHTS of IL-2 Activators; IL-2 activation reporter assay, cell-based qHTS; stimulated with anti-CD3/CD4/CD28 beads; in transgenic mouse T cells; activation, % (series mostly up to about 46 µM); 360,000 compounds, 0.065% hits; AID 652025, 2013; in the data active means activation above about 50%; inconclusive means mostly about 30% to 49%; further: 0% is about no effect
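Unstimulated transgenic mouse T cells preincubated 60 min with compound, then stimulated with anti-CD3/anti-CD4-coated beads plus anti-CD28 for 18 h at 37 degrees C. IL-2 response read as EGFP and DsRed fluorescence by plate cytometry.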
PI5P4K alpha inh: qHTS for Inhibitors of phosphatidylinositol 5-phosphate 4-kinase (PI5P4K); Phosphatidylinositol 5-phosphate 4-kinase type-2 alpha (Homo sapiens), P48426; PI5P4Kalpha enzyme, ADP-Glo luminescence, 60 min; stronger effect = lower value; max response, %; 330,000 compounds, 1.2% hits; active means max response of -50% or lower; inconclusive means between -30% and -50%; inactive means -30% or higher; further: value at the top dose of about 77 µM; on the % scale 0 is the no-effect control and ±100 the full control effect
Target sequence (P48426 whole entry, looked up): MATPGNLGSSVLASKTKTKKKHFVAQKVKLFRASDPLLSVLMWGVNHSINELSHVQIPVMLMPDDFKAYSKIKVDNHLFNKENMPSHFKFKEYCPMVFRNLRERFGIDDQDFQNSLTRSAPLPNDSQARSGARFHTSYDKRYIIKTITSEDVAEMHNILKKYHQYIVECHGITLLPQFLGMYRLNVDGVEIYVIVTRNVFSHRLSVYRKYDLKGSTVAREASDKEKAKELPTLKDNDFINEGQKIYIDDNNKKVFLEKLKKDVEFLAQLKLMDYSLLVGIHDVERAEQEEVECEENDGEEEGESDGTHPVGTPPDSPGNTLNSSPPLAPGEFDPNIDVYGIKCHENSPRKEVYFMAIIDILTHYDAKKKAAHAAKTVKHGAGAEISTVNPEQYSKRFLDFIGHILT
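Reactions run in 0.038 M HEPES pH 7.4, 0.28 mM EGTA, 0.1% CHAPS and 5% DMSO, with PI5P4Kalpha, substrate, compound and 5 microM ATP final, one hour at room temperature. Readout is ADP-Glo luminescence.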
WRN helicase inh: qHTS for Inhibitors of WRN Helicase. Bifunctional 3'-5' exonuclease/ATP-dependent helicase WRN (Homo sapiens), Q14191. WRN helicase unwinding, fluorescent forked duplex, kinetic. Potency, µM (top dose mostly 114 µM), inactives show at the highest dose activity change, negative = inhibition, usual class: inhibitors. 360,000 compounds, 0.46% hits. AID 651768, 2012; further: potency means the concentration at half of the fitted maximal effect; on the % scale 0 is the no-effect control and ±100 the full control effect; nearly all actives have a fitted effect of over 55% in size
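WRN at 20 nM final was preincubated with compound for 15 min at room temperature; reaction started with 100 nM forked duplex oligonucleotide carrying fluorophore and quencher plus 2 mM ATP (final). Unwinding followed kinetically by red fluorescence (ex 525/em 598 nm).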
Abeta yeast res: qHTS for compounds that reverse cellular toxicity of Amyloid beta (A-beta) peptide in yeast: Primary Screen; 410,000 compounds, 0.063% hits; yeast expressing A-beta42, growth rescue, OD600, 48 h; response scale: 0% DMSO, 100% iron-clioquinol control; AID 1347071, 2019; Potency, µM (series often up to 46.1 µM), inactives show at the highest dose growth rescue, actives largely listed as activators; further: potency means the concentration at half of the fitted maximal effect; nearly all actives have a fitted effect of over 55% in size
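Growth rescue measured by 600 nm absorbance after 48 h yeast culture at 30 C with compound. Values normalized between DMSO and an equimolar ferric chloride plus clioquinol control.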
EPAC1 antagonist: qHTS for Antagonist of cAMP-regulated guanine nucleotide exchange factor 3 (EPAC1): primary screen. 360,000 compounds, 0.14% hits. EPAC1 GEF assay, Rap1b-BODIPY-GDP exchange fluorescence. AID 720709, 2013. Rap guanine nucleotide exchange factor 3 (Homo sapiens), O95398. Potency, µM (series often up to 115 µM), for inactives: at the top dose activity change, negative = inhibition, usual class: inhibitors;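 further: potency means the concentration at half of the fitted maximal effect; plate controls were vehicle for no effect and positive control for full effect; nearly all actives have a fitted effect of over 50% in size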
FUS suppressor: qHTS for Suppressors of FUS Proteinopathy: Primary screen using FUS-linked yeast assay; S. cerevisiae FUS-expressing, growth rescue, OD600, 24 h; Potency, µM (doses to about 76.6 µM), without a hit: top-dose growth rescue (activation), hits mostly activators; 390,000 compounds, 0.24% hits;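 further: potency means the concentration at half of the fitted maximal effect; plate controls were DMSO vehicle for no effect and reference control for full effect; nearly all actives have a fitted effect of over 55% in size; some results filed as inactive show a strong effect at the top dose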
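Compound concentration series was pinned onto galactose-induced FUS-expressing yeast seeded at OD 0.005. Plates sat 24hr at 30C; absorbance at 600 nm gave growth. DMSO served as background control.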
PLK1 PBD block: qHTS for Inhibitors of PLK1-PDB (polo-like kinase 1 - polo-box domain): Primary Screen; Serine/threonine-protein kinase PLK1 (Homo sapiens), P53350; Plk1 PBD binding of FITC phosphopeptide, fluorescence polarization; Potency, µM, for the others: max response, negative = inhibition, actives largely listed as inhibitors; 360,000 compounds, 2.8% hits; AID 720504, 2013; further: potency means the concentration at half of the fitted maximal effect; series mostly up to about 57 µM; on the % scale 0 is the no-effect control and ±100 the full control effect; nearly all actives have a fitted effect of over 65% in size
Target sequence (P53350 whole entry, looked up, the tested form may be a part): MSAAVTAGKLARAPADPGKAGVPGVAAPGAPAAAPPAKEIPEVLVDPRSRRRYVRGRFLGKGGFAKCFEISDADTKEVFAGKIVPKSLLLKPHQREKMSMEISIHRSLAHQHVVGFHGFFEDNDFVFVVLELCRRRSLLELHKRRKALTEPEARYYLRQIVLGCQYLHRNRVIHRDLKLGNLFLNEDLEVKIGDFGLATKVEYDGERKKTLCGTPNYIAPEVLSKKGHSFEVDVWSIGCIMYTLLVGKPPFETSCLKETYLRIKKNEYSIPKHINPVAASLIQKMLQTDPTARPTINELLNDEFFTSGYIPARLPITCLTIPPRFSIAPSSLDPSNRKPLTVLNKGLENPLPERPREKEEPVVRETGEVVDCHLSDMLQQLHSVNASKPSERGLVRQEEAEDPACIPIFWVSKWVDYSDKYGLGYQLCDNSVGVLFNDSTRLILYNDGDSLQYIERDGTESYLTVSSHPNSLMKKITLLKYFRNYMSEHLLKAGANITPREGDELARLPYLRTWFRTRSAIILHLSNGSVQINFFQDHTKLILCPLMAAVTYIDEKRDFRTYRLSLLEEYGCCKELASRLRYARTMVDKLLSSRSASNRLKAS
EPAC1 ag: qHTS for Agonist of cAMP-regulated guanine nucleotide exchange factor 3 (EPAC1): primary screen. Rap guanine nucleotide exchange factor 3 (Homo sapiens), O95398. EPAC1 agonist qHTS, biochemical assay; response scale: 100% = response to 6.5 mM cAMP. Potency, µM (series often up to 154 µM), without a hit: at the top dose activation, actives largely listed as activators. 360,000 compounds, 0.073% hits. AID 720707, 2013; further: potency means the concentration at half of the fitted maximal effect; nearly all actives have a fitted effect of over 60% in size
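Nucleotide exchange by EPAC1 (100 nM) on Rap1B–BODIPY-GDP (250 nM) in the presence of 50 uM GDP is tracked fluorescently at 480/540 nm over 30 min. Signals are normalized to a 6.5 mM cAMP control.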
* = called active by the depositor; ? = inconclusive; . = not tested or not shown; [ ] = remark or other dose. Unless noted, the call rests on the fitted dose curve; in most records, active means well fitted curve in the direction sought with a large enough effect; inconclusive means small, poorly fitted or top-dose-only effect, or another doubt; inactive means no such curve, though single readings can be large; an effect the other way counts as inactive or inconclusive.

SMILES	IL-2 act	PI5P4K alpha inh	WRN helicase inh	Abeta yeast res	EPAC1 antagonist	FUS suppressor	PLK1 PBD block	EPAC1 ag
CCOC(=O)N1CCN(C(=O)COc2ccc(S(=O)(=O)Nc3ccc(OCC)cc3)cc2)CC1	-0.8	.	2%	8%	-3%	29%	-4%	4%
O=C(CSc1nc2ccccc2c(=O)n1-c1ccccc1)N1CCN(CCO)CC1	0.5	-3	-3%	9%	-20%	-2%	-4%	0%
Cc1ccc(COC(=O)c2cc(S(=O)(=O)N3CCOCC3)ccc2C)cc1	-0.5	20	-7%	-14%	-11%	41%	-9%	6%
CCC(CC)C(=O)NCc1ccc(OC)cc1	-1.5	-2	-4%	0%	-2%	-29%	-15%	3%
O=C1CCN(Cc2ccccc2)CCN1[C@H](CSc1ccccc1)Cc1ccccc1	1.6	0	-1%	-4%	-28%	0%	-5%	-14%
CS(=O)(=O)N1CCN(C(=O)c2csc3ccccc23)CC1	-3.1	.	5%	5%	8%	15%	-2%	4%
CC(=O)Nc1ccc(S(=O)(=O)Nc2cccc(-c3cn4c(n3)SCC4)c2)cc1	-1.9	-1	-6%	1%	-12%	32%	-20%	8%
CCCc1nnc(NC(=O)CCC(=O)NC2CCCCCC2)s1	-2.4	1	5%	2%	-1%	10%	-13%	-1%
O=C(NN=Cc1ccccc1Cl)c1ccc([N+](=O)[O-])cc1	0.5	0	7%	-2%	8%	-10%	-9%	-1%
Cc1ccc(S(=O)(=O)N(Cc2ccccc2)C(C)C)cc1	-0.3	26	2%	-2%	3%	13%	8%	5%
Cc1nc2cc(C(F)(F)F)ccc2n1C1CCN(C(=O)N2CCOCC2)CC1	-0.8	.	3%	23%	-11%	26%	0%	17%
O=S(=O)(c1ccccc1)N1CCC(Oc2ccc(-n3cnnn3)cc2)CC1	-1.0	2	-10%	5%	-10%	4%	-13%	11%
CC1CCCCN1S(=O)(=O)c1ccc(C(=O)Nc2nnc(C3CC3)o2)cc1 (stereo not given)	-2.0	3	-4%	?	-13%	26%	0%	-2%
CCN(CC(=O)Nc1cccc(Br)c1)Cc1nc2ccccc2c(=O)[nH]1	-0.4	0	-8%	19%	5%	19%	0%	8%
CCNC(=O)C1CCCc2c1[nH]c1ccc(Cl)cc21 (stereo not given)	5.5	2	-2%	-58%[inhibitor]	-21%	13%	-18%	10%
CC1CN(C(=O)C(C)N2CCN(c3ccccc3Cl)CC2)CC(C)O1 (stereo not given)	-4.8	-5	7%	-9%	-15%	-7%	-2%	-9%
CCOc1ccc(-n2ccc(=O)c(C(=O)Nc3ccc(S(=O)(=O)N4CCOCC4)cc3)n2)cc1	-2.4	0	-3%	8%	-18%	24%	-2%	-1%
Cc1cc(C2=CC(=O)C[C@H](c3ccc4c(c3)OCO4)C2)ccc1F	0.0	-2	6%	0%	2%	-15%	-10%	-1%
Cc1cccc(NC(=O)CN2C(=O)C3CC=CCC3C2=O)c1C (stereo not given)	-0.6	-2	-3%	10%	-5%	13%	-8%	-4%
Cc1ccccc1-n1c(O)cc(=O)[nH]c1=S	-1.1	-29	-18%	-24%	0%	13%	-7%	2%
CC1CC(C)CN(S(=O)(=O)c2ccc(C(C)(C)C)cc2)C1 (stereo not given)	-2.5	2	-3%	14%	-8%	-2%	-13%	-3%
c1cc2c(cc1-c1[nH]ncc1CN1CC3C[C@@H]4CC1C[C@H](C3)C4)OCO2	-0.1	1	6%	11%	11%	14%	-3%	8%
O=C(NC1CC1)c1cc(OCC(F)(F)F)ccc1OCC(F)(F)F	0.8	7	1%	3%	-9%	1%	3%	0%
CN1c2ccccc2C(=O)NC1c1ccc(Cl)cc1 (stereo not given)	-0.3	2	-3%	-2%	-19%	8%	-6%	3%
Cc1ccc2c(COC(=O)CNC(=O)c3ccco3)cc(=O)oc2c1C	0.1	6	-11%	-1%	-3%	.	-14%	-1%

Some of the entries above in a different format.
Order of results – IL-2 act, PI5P4K alpha inh, WRN helicase inh, Abeta yeast res, EPAC1 antagonist, FUS suppressor, PLK1 PBD block, EPAC1 ag
> O=C(NN=Cc1ccccc1Cl)c1ccc([N+](=O)[O-])cc1
 : 0.5, 0, 7%, -2%, 8%, -10%, -9%, -1%
> O=S(=O)(c1ccccc1)N1CCC(Oc2ccc(-n3cnnn3)cc2)CC1
 : -1.0, 2, -10%, 5%, -10%, 4%, -13%, 11%
> CCOc1ccc(-n2ccc(=O)c(C(=O)Nc3ccc(S(=O)(=O)N4CCOCC4)cc3)n2)cc1
 : -2.4, 0, -3%, 8%, -18%, 24%, -2%, -1%
> CC1CCCCN1S(=O)(=O)c1ccc(C(=O)Nc2nnc(C3CC3)o2)cc1 (stereo not given)
 : -2.0, 3, -4%, ?, -13%, 26%, 0%, -2%

The list continues:
SMILES	IL-2 act	PI5P4K alpha inh	WRN helicase inh	Abeta yeast res	EPAC1 antagonist	FUS suppressor	PLK1 PBD block	EPAC1 ag
Cc1ccc(S(=O)(=O)N2CCN(C3CC(=O)N(Cc4ccccc4)C3=O)CC2)cc1C (stereo not given)	-1.6	.	-8%	-11%	-2%	?	-6%	8%
O=C(CN(c1ccc(Cl)cc1)S(=O)(=O)c1ccccc1)N/N=C/c1ccco1	-0.3	-14	-14%	15%	-11%	32%	-13%	-9%
CCCn1nc(C(=O)NNC(=O)c2cccc(C)c2)c2ccccc2c1=O	0.8	6	-22%	-3%	-9%	9%	0%	5%
COc1ccc(N(CC(=O)Nc2ccc3c(c2)OCCO3)S(C)(=O)=O)c(OC)c1	-0.6	6	-7%	17%	0%	-10%	?	0%
CC(NC(=O)COc1ccccc1Cl)c1ccccc1 (stereo not given)	-0.1	3	-2%	-16%	-15%	-8%	-15%	-5%
O=C(Nc1cccc(Br)c1)/C(=C\c1cccnc1)NC(=O)c1ccco1	0.1	3	-5%	2%	-14%	11%	0%	7%
O=C(NNC(=S)Nc1ccc(Cl)cc1)c1ccccc1OC(F)F	-0.3	-14	1%	0%	-5%	.	-25%	-5%
C=CCn1c(Cc2ccc(OC)cc2)nnc1SCc1nc2ccccc2c(=O)[nH]1	-0.7	.	-3%	22%	11%	22%	-2%	-2%
Cc1ccccc1C(=O)Nc1ccc(N2CCOCC2)nc1	-2.5	-1	-6%	-5%	2%	-3%	-2%	0%
COc1ccc(C2CC(c3ccc(OC)cc3OC(C)=O)=NN2C(=O)c2ccccc2)cc1 (stereo not given)	-5.6	-2	-4%	9%	-11%	32%	-2%	6%
COc1ccc(CNc2ncnc3ccccc23)cc1	-3.4	8	-24%	-18%	-7%	18%	-3%	-3%
Cn1cnnc1SC(C(=O)Nc1cccc(C(F)(F)F)c1)c1ccccc1 (stereo not given)	-0.5	7	-5%	25%	1%	-6%	5%	-4%
CC(=C/C(=O)O)/C=C/c1ccc(Cl)o1	0.6	-14	?	-10%	-8%	0%	?	-18%
CCOC(=O)N1CCN(c2c(NCCCN(C)c3ccccc3)c(=O)c2=O)CC1	-0.3	-3	-7%	-4%	-5%	-2%	10%	-3%
Cc1ccccc1Nc1nc(N)nc(CN(C)Cc2ccccc2Cl)n1	0.9	0	-3%	?	4%	3%	-2%	5%
CC1(C)CC(=O)C=C(C(=O)NC2CCCc3c2cnn3-c2cc(F)cc(F)c2)O1 (stereo not given)	-0.7	4	3%	7%	-6%	28%	2%	8%
COc1ccc(S(=O)(=O)N2CCC(C(=O)NCc3ccccn3)CC2)cc1OC	2.2	.	-11%	-12%	10%	2%	-2%	-2%
O=c1oc2ccccc2c(Cl)c1CN1CCCCC1	-0.8	1	-7%	13%	-6%	-33%	12µM*	-2%
O=S(=O)(c1ccc(Br)cc1)N1CCN(c2cc(-c3ccccc3)nc3ncnn23)CC1	3.2	.	-8%	-2%	-3%	19%	-13%	9%
Cc1ccc(Cn2cccc2/C=C2/C(=N)N3C=CSC3=NC2=O)cc1	-0.2	-6	-19%	7%	-13%	.	3%	4%
CCOC(=O)C1CCN(S(=O)(=O)c2ccc(OCC(=O)OC)cc2)CC1	-2.3	.	-6%	-3%	1%	25%	-4%	4%
COc1ccc(Br)cc1CN(C)CC(=O)Nc1cc(Cl)ccc1Cl	-0.1	0	-1%	18%	-10%	.	-9%	4%
COc1ccc(C(=O)C(=O)N2CCN(C(=O)OCc3ccccc3)CC2)cc1	0.2	-1	-4%	-2%	1%	21%	-13%	8%
CCCOC(=O)C1=C(C)NC2=C(C(=O)C(C(=O)OC)C(C)C2)C1c1ccc(N(CC)CC)cc1 (stereo not given)	0.6	10	-14%	6%	-6%	42%	-7%	-2%
CC(=O)Oc1c(C)c(C)c2c(c1C)CCC(C)(CCCC(C)CCCC(C)CCCC(C)C)O2 (stereo not given)	-0.7	1	-16%	-2%	-13%	-40%	-2%	-23%
SMILES	IL-2 act	PI5P4K alpha inh	WRN helicase inh	Abeta yeast res	EPAC1 antagonist	FUS suppressor	PLK1 PBD block	EPAC1 ag
CCNC(=O)c1cc2c(c(-c3cccc(-c4cccnc4)c3)n1)[C@H](CCO)N(S(C)(=O)=O)C2	-0.7	-3	1%	-2%	-2%	-2%	-13%	3%
Cc1cccc(CN2CCc3c([nH]c4ccccc34)C2)c1	-0.1	2	3%	-8%	13%	23%	-14%	4%
Cc1ccc(C(=O)NCC(=O)NCC(=O)OCC(=O)c2ccc([N+](=O)[O-])cc2)cc1	-1.5	.	7%	-4%	11%	40%	-7%	2%
O=C(CSc1nc(-c2ccccc2)cs1)N1CCc2ccccc21	-1.8	6	-1%	-1%	20%	17%	-5%	8%
O=C(Nc1ccc2c(c1)OCCO2)c1cccnc1	-1.7	-5	-2%	-6%	-3%	22%	?	-2%
COc1ccccc1NS(=O)(=O)c1cccc(C(=O)N/N=C(\C)c2ccc3c(c2)OCCO3)c1	-0.4	2	-23%	?	-4%	.	-20%	-3%
N#C/C(=C\c1ccc(OCCN2CCOCC2)cc1)C(=O)Nc1ccc(S(N)(=O)=O)cc1	0.6	7	-17%	7%	-6%	8%	-5%	1%
